Rev-erbA mod: modulators of human Rev-erb alpha DNA binding; 370,000 tested, 0.79% active; activity, % at 10 µM; AID 1259318; P20393; Rev-erbα–FITC-DNA binding, fluorescence polarization, 90 min;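 active means activity above about 14%, limit read from the data; passing the limit was not always enough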;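 further: 0% = DMSO wells with 35 nM protein and 100% = DMSO wells with 750 nM protein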
UHRF1 MBD2 ctr: human UHRF1 methylated DNA binding inhibitors | Q96T88 | UHRF1 binding to methylated oligo, TR-FRET | inhibition, % at 4.4 µM | 370,000 tested, 0.75% active | AID 687016; in the data active means inhibition above about 21%;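 further: UHRF1 SRA domain binding a hemimethylated CpG hairpin DNA probe; 0% = median of test compound wells and 100% = reference inhibitor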
ARFGAP1 inhibitor: rat ARFGAP1 inhibition | Q62848 | Arfgap1-stimulated ARF1 GTP hydrolysis, GDP FP detection | inhibition, % at 16.5 µM | 360,000 tested, 0.26% active;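 active means inhibition above a per-plate limit, mean inhibition of low control wells plus 3 SD, cut at about 25% in these data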;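 further: 0% = DMSO wells with enzyme and 100% = wells lacking Arfgap1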
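Assay system: purified rat His6-Arfgap1 residues 1-136 (GAP domain); Reagent: human Δ17 ARF1 bound to GTP; Dosing: 16.5 µM single point, 1.26% DMSO; Times: GTP hydrolysis reaction 2 h at 25 °C; Signal: FP, GDP Alexa 633 tracer displaced from anti-GDP antibody, 620/688 nm; Measure: % inhibition from polarization.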
DDE Tn7 FP inh: DD(E)-Tn7 binding inhibition, primary FP screen. P02675. FP displacement of FITC-Tn7 peptide from fibrin DD(E); 0% = median of compound wells per plate. inhibition, % at 8.3 µM. 370,000 tested, 0.13% active. AID 720508;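 active means inhibition above the mean of compounds falling within the control limits plus 3 SD of them, cut at about 14% in these data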;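 further: 0% = plate median of compound wells and 100% = 10 µM Aha-Tn7 peptide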
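Measure: % inhibition scaled between sample-field median and high-control FP; Test system: human fibrin DD(E); Quantity: 2 µM final DD(E) protein; Doses: one dose, 8.3 µM nominal; Schedule: compound with protein 10 min, then 3 h after probe, room temperature; Detection: fluorescence polarization; Medium: Tris buffer with calcium and detergent, pH 7.8.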
HGIII-sPLA2 inh: Inhibits HGIII-sPLA2 liposome hydrolysis, primary screen; QFRET BODIPY PC-A2 liposome hydrolysis, fluorescence; inhibition, % at 12.2 µM; 370,000 tested, 0.56% active;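 active means inhibition above mean plus 3 SD of compounds lying within the high and low control bounds, cut at about 19% in these data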;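 further: 0% = median of test compound wells and 100% = no enzyme DMSO wells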
KLK7 zymogen act: activates the human kallikrein-7 zymogen; 370,000 tested, 0.9% active; activation, % at 7 µM; purified proKLK7, EDANS-DABCYL substrate fluorescence; 100% is mature enzyme control, 0% vehicle; AID 652039;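 active means activation above the mean of all tested compounds plus 3 SD, computed per campaign excluding outliers beyond control limits, cut at about 13% in these data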
Tn6 DDE FP: inhibitors of Tn6 peptide binding to human fibrin DD(E); P02675; Fibrin DD(E) TRITC-Tn6 fluorescence polarization displacement; inhibition, % at 8.3 µM; 370,000 tested, 0.21% active;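 active means inhibition above a per-campaign cutoff: mean of compounds within control limits plus 3 SD, cut at about 15% in these data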;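 further: 0% = median of all compound wells on the plate and 100% = blocking peptide control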
PLC-beta3 inh: PLC-beta3 (human) inhibition, primary screen; Q01970; Purified PLC-beta3, fluorogenic substrate, fluorescence; inhibition, % at 12.2 µM; 370,000 tested, 0.18% active; in the data active means inhibition above about 11%;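 further: 0% = median of compound wells on plate and 100% = full blocker control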
Target sequence (Q01970 whole entry, looked up): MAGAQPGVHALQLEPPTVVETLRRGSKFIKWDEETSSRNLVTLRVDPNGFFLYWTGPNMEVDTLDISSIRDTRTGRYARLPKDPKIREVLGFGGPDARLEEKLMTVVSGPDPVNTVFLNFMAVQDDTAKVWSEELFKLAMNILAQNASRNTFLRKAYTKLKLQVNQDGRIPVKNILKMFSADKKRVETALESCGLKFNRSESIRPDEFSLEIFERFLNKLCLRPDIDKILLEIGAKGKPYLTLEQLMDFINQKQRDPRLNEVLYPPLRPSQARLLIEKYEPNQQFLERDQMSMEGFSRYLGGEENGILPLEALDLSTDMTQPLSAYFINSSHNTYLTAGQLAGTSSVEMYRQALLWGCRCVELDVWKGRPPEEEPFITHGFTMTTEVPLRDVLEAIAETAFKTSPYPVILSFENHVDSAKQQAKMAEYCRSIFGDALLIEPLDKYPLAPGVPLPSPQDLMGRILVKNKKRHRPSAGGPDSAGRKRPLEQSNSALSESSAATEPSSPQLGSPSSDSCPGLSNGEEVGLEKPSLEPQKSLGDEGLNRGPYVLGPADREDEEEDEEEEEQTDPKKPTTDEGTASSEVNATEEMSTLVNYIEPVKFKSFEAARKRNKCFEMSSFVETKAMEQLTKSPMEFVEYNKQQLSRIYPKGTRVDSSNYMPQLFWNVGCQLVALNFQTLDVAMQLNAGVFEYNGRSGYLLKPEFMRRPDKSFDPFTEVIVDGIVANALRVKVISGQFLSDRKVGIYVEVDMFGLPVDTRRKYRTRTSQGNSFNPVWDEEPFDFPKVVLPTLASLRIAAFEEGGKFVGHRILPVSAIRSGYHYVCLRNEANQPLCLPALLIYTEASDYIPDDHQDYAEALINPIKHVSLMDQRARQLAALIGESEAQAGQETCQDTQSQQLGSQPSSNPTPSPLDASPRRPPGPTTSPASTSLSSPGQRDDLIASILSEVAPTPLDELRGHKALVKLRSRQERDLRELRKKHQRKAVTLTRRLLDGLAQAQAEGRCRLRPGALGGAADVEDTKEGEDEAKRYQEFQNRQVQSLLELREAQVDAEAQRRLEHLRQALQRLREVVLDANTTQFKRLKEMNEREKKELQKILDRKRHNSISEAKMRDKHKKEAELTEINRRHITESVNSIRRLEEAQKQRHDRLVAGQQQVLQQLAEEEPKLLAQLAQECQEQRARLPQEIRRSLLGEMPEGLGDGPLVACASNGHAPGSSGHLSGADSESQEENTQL
ASAP1 GAP inh: inhibitors of human ASAP1 ArfGAP activity. Q9ULH1. AID 624377. inhibition, % at 16.5 µM. 360,000 tested, 0.19% active. ASAP1-stimulated ARF1 GTP hydrolysis, GDP FP detection; in the data active means inhibition above about 25%;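 further: 0% = vehicle with enzyme and substrate and 100% = no enzyme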
PLCg1 inh: PLC-gamma1 (human) inhibition, primary screen; inhibition, % at 12.2 µM; purified PLC-gamma1, fluorogenic substrate, fluorescence; 370,000 tested, 0.84% active; P19174; in the data active means inhibition above about 9.5%
* marks the source's active call; other numbers are inactive results; & = joins results of further samples. Not all compounds are listed; rates above refer to the full screens.

Values run as follows: DDE Tn7 FP inh	PLCg1 inh	ASAP1 GAP inh	UHRF1 MBD2 ctr	HGIII-sPLA2 inh	Rev-erbA mod	PLC-beta3 inh	Tn6 DDE FP	ARFGAP1 inhibitor	KLK7 zymogen act
1	Cc1cccc(OP(=O)(Nc2cccnc2)Oc2cccc(C)c2)c1
  3	3	-11	0	-14	-1	1	1	-4	-0.1
2	CC(ON1CC1(C(F)(F)F)C(F)(F)F)(C(N)=O)C(N)=O (stereo not drawn)
  8	-1	2	1	4	0	1	2	6	-0.7
3	CCn1cc(C(=O)c2cccs2)c2ccccc21
  1	-6	14	4	0	1	-9	-4	3	0.0
4	COC(=O)C1=C(c2ccc(F)cc2OCc2ccccc2)C[C@@H]2CC[C@H]1N2C(=O)NC1Cc2ccccc2C1
  -13	5	2	-2	-4	10	0	2	2	0.0
5	COc1ccc(C(CNC(=O)c2ccc3c(c2)CCC3)N(C)C)cc1 (stereo not drawn)
  -10	3	9	0	2	-3	-9	-2	1	0.0
6	CSc1nc(NC(C)C)nc(NC(C)C)n1
  -1	-2	3	0	8	-2	-3	-6	-6	-0.5
7	Cc1ccsc1C(=O)C1CCCN(CCO)C1 (stereo not drawn)
  -7	-2	5	-1	2	6	1	-1	14	0.4
8	CC(C)CNC(=O)/C=C/C=C/CCCCCC/C=C/c1ccc2c(c1)OCO2
  -8	3	8	2	-3	-4	7	8	15	-0.1
9	CNC(C(=O)c1ccccc1)C(OC(C)C)c1ccc(Cl)cc1 (stereo not drawn)
  7	-4	-8	13	3	-5	-7	4	-6	0.4
10	O=[N+]([O-])c1ccc(C(c2ccc([N+](=O)[O-])cc2)c2ccc([N+](=O)[O-])cc2)cc1
  6	3	-1	0	-3	2	3	8	8	0.6
11	CC[n+]1c(-c2ccccc2)c2cc(N)ccc2c2ccc(N)cc21
  6	-60	4	72*	3	-11&-5	-78	56*	-5	3.7
12	CN1CCCN(c2ccc([N+](=O)[O-])nc2)CC1
  -8	-4	7	-1	3	0	-9	2	-4	0.7
13	CCOc1cccc(=NC2CCCCC2)c2c(C)[nH]c(C)c12
  -3	-78	5	7	-8	-8	-114	0	4	0.2
14	COc1ccc2oc3c(c2c1)NC(=O)CN=C3c1ccccc1
  2	-4	-10	-2	-11	6	-23	-1	4	-0.2
15	Oc1ccc(CCN2CCCCC2)cc1
  -5	1	-20	-2	0	7	5	1	8	-0.4
16	Cc1ccc2cccc(OC(=O)N3CCCC3)c2n1
  0	0	-7	-1	4	-4	2	-7	2	-0.1
17	COc1cccc(C(=O)C2CCCN(Cc3ccc4nsnc4c3)C2)c1 (stereo not drawn)
  -3	-3	-8	8	-5	2	-10	-2	-1	0.8
18	C=CCN1C(=O)/C(=C/c2ccc3c(c2)CCCN3CCC)C(=O)NC1=S
  6	-17	2	4	13	-3	-28	-5	-6	-0.3
19	C[N+](C)(C)CC1CCCc2ccccc2C1=O (stereo not drawn)
  -10	4	-5	2	6	0	5	1	-6	-0.4
20	Cc1[nH]c2ccccc2c1C(=O)C(=O)N1CCC2(CC1)OCCO2
  4	-2	5	5	0	-1	-3	-8	1	1.0
21	O=C(Nc1cccc(Cl)c1)OC1CN2CCC1CC2 (stereo not drawn)
  5	1	7	-2	-17	1	-4	-23	-3	0.5
22	CC(=O)N1CCN(CCN=Cc2c(O)n(-c3ccc(C)cc3)c(=S)[nH]c2=O)CC1
  -9	2	0	1	-2	3	-3	-2	11	0.4
23	Cc1nn(Cc2ccccc2Cl)c(Cl)c1C(=O)OCC(=O)NC(=O)NC1CCCCC1
  0	4	1	5	16	8	-2	0	8	0.2
24	O=C(O)CN1C(=O)CN=C(c2ccccn2)c2cc(Cl)ccc21
  2	-1	3	2	12	4	-9	6	5	-0.3
25	COC(=O)C1=C(c2ccc(-c3ccccc3)c(F)c2)C[C@@H]2CC[C@H]1N2C(=O)NCC1CC1
  -2	1	0	-3	-1	-6	2	-1	-8	-0.1
26	Cc1ccnc(NC(=O)CCCc2ccc(N(CCCl)CCCl)cc2)n1
  -3	2	-2	0	-1	-2	1	-7	-7	0.5
27	Clc1ccc(-c2nc3ccc(Cl)cn3c2CN2CCOCC2)cc1
  10	-5	6	-1	-3	-5	-6	-1	-7	0.4
28	CN(C)C1C(=O)C(C(N)=O)=C(O)C2(O)C(=O)C3=C(O)c4c(O)cccc4C(C)(O)C3C(O)C12 (stereo not drawn)
  -5	-24	-4	71*	3	-23	-56	-15	-12	-3.7
29	COC(=O)C1=C(c2cccc(C#N)c2)C[C@@H]2CC[C@H]1N2C(=O)NCCOc1ccc(OC)cc1
  -8	-1	3	-1	6	-4	2	-8	-4	-0.6
30	O=C(Cn1c(=O)c(C(F)(F)F)nc2ccccc21)N1CCC2(CC1)OCCO2
  -1	-45	-6	1	-2	2	-74	3	-2	-0.1

In a second layout: results already given
| cpd | compound | DDE Tn7 FP inh | PLCg1 inh | ASAP1 GAP inh | UHRF1 MBD2 ctr | HGIII-sPLA2 inh | Rev-erbA mod | PLC-beta3 inh | Tn6 DDE FP | ARFGAP1 inhibitor | KLK7 zymogen act |
| --- | --- | --- | --- | --- | --- | --- | --- | --- | --- | --- | --- |
| 10 | O=[N+]([O-])c1ccc(C(c2ccc([N+](=O)[O-])cc2)c2ccc([N+](=O)[O-])cc2)cc1 | 6 | 3 | -1 | 0 | -3 | 2 | 3 | 8 | 8 | 0.6 |
| 24 | O=C(O)CN1C(=O)CN=C(c2ccccn2)c2cc(Cl)ccc21 | 2 | -1 | 3 | 2 | 12 | 4 | -9 | 6 | 5 | -0.3 |
| 1 | Cc1cccc(OP(=O)(Nc2cccnc2)Oc2cccc(C)c2)c1 | 3 | 3 | -11 | 0 | -14 | -1 | 1 | 1 | -4 | -0.1 |
| 18 | C=CCN1C(=O)/C(=C/c2ccc3c(c2)CCCN3CCC)C(=O)NC1=S | 6 | -17 | 2 | 4 | 13 | -3 | -28 | -5 | -6 | -0.3 |

Next part.
Values run as follows: DDE Tn7 FP inh	PLCg1 inh	ASAP1 GAP inh	UHRF1 MBD2 ctr	HGIII-sPLA2 inh	Rev-erbA mod	PLC-beta3 inh	Tn6 DDE FP	ARFGAP1 inhibitor	KLK7 zymogen act
31	O=[N+]([O-])c1ccc(-c2ccccc2)c([As](=O)(O)O)c1
  -2	0	-3	14	9	-1	4	2	2	0.5
32	CN1C(=O)c2ccccc2NC(=O)[C@]12O[C@@H]2c1ccccc1
  2	1	0	-2	-26	-2	-1	-1	-4	0.1
33	Cc1ccc(C(O)(C(=O)OC(C)C)C(O)c2ccccc2)cc1 (stereo not drawn)
  1	3	-9	6	15	-3	-1	-8	-2	-0.3
34	Cc1cc(OCC(=O)N2CCC(C(=O)O)(c3ccccc3)CC2)c2c(C)cc(=O)oc2c1
  4	-39	-1	-1	3	-2	-47	0	24	1.4
35	O=C1NC(=O)C(=Cc2coc3ccccc3c2=O)C(=O)N1
  1	-12	1	-7	-2	6	-16	9	-25	4.2
36	CC(NS(C)(=O)=O)c1nnc2n1-c1ccc(Br)cc1C(c1ccccc1Cl)=NC2 (stereo not drawn)
  2	1	-8	2	6	0	-7	5	-9	-0.2
37	COc1ccc(OC)c(CN2CCCC(C(=O)c3sccc3C)C2)c1 (stereo not drawn)
  0	-1	7	2	9	4	-10	-5	8	0.2
38	COC(=O)C1=C(c2ccc(S(C)(=O)=O)cc2)C[C@@H]2CC[C@H]1N2C(=O)NCC1CC1
  -3	0	-6	-4	1	-4	1	6	10	0.1
39	Cc1cc(C=O)c(C)n1C1CC1
  2	0	-5	-2	2	-5	-3	6	8	0.6
40	CC(=O)OC1CC2OC3C=C(C)CCC3(C)C1(C)C21CO1 (stereo not drawn)
  -1	3	3	3	2	-3	5	0	6	-0.2
41	CC(=NCCCN1CCOCC1)c1c(O)n(-c2ccccc2C)c(=O)[nH]c1=O
  -4	1	-1	0	3	5	0	-2	10	0.0
42	CN(C)C(=O)Oc1cccc(OCc2n(C)c3ccccc3[n+]2C)c1
  1	2	-12	-1	-4	-4	0	0	11	0.6
43	CC1(C)CN=C(NCc2ccccc2Cl)S1
  -3	12*	-1	7	14	2	-1	-3	4	0.0
44	COC(=O)C1=C(c2cccc(OCc3ccccc3)c2)C[C@@H]2CC[C@H]1N2C
  -7	0	8	2	-10	-2	1	-4	-1	0.5
45	COC(=O)C1=C(c2ccc(OCc3ccccc3)cc2)C[C@@H]2CC[C@H]1N2C(=O)NCc1ccc(N(C)C)cc1
  0	3	-2	2	13	3	1	9	-1	0.0
46	CN1C(=O)C2C[C@@]3(Br)c4ccccc4N(OOSc4ccccc4)[C@H]3N2C(=O)[C@@H]1Cc1ccccc1 (stereo partly drawn)
  -4	1	16	-4	-9	-3	2	-7	-19	0.8
47	CCOc1cc(C=O)ccc1O
  -9	3	-5	0	13	1	1	0	1	-0.5

Gathered by group, the entries above containing fluorine (4)
Values run as follows: DDE Tn7 FP inh	PLCg1 inh	ASAP1 GAP inh	UHRF1 MBD2 ctr	HGIII-sPLA2 inh	Rev-erbA mod	PLC-beta3 inh	Tn6 DDE FP	ARFGAP1 inhibitor	KLK7 zymogen act
2	CC(ON1CC1(C(F)(F)F)C(F)(F)F)(C(N)=O)C(N)=O (stereo not drawn)
  8	-1	2	1	4	0	1	2	6	-0.7
4	COC(=O)C1=C(c2ccc(F)cc2OCc2ccccc2)C[C@@H]2CC[C@H]1N2C(=O)NC1Cc2ccccc2C1
  -13	5	2	-2	-4	10	0	2	2	0.0
25	COC(=O)C1=C(c2ccc(-c3ccccc3)c(F)c2)C[C@@H]2CC[C@H]1N2C(=O)NCC1CC1
  -2	1	0	-3	-1	-6	2	-1	-8	-0.1
30	O=C(Cn1c(=O)c(C(F)(F)F)nc2ccccc21)N1CCC2(CC1)OCCO2
  -1	-45	-6	1	-2	2	-74	3	-2	-0.1

Screening results from PubChem BioAssay.
